Assay outcomes: PubChem, several laboratories
EBV gp42 inh = blocks Epstein-Barr virus glycoprotein 42 binding; actives 0.42% (n = 220,000); inhibition, % (tested at 21.74 µM); Fluorescence polarization binding assay, mP read-out; Q1HVG2; in the data active = inhibition above about 50%
Target sequence (Q1HVG2 whole entry, looked up): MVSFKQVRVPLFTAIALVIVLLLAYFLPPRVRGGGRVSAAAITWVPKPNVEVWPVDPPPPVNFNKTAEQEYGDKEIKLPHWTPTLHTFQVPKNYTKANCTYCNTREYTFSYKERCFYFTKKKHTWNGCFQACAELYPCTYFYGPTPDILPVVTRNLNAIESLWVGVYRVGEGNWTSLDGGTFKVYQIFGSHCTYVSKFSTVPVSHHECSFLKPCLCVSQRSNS
PPC-1+TRAIL kill = compounds killing PPC-1 cancer cells with TRAIL present (potentiator screen, no TRAIL-free arm). PPC-1 cells + TRAIL, ATPLite viability luminescence. cell killing (% activity), % at 4 µM. actives 0.41% (n = 220,000);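 active = cell killing above 50% in the first pass at 4 µM, then a duplicate retest at 5 µM averaging 50% or more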;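 note: plate controls were cells with TRAIL plus DMSO for no effect and medium-only wells lacking cells for full effect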
CHOP inhibitor = CHOP inhibition in unfolded protein response; CHO-K1 CHOP-promoter luciferase, tunicamycin-induced, 15-18 h; actives 3.8% (n = 220,000); inhibition, % at 10 µM; AID 2732;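 active = compounds that reduced the stress-induced luciferase reporter signal by more than about 70% of percent inhibition, limit read from the data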;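 note: 0% = tunicamycin plus vehicle and 100% = wells without tunicamycin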
Runt-SMMHC FRET = blocks binding of human RUNX1 Runt domain to CBFb-SMMHC | Q01196+Q13951 | Cerulean-Runt/Venus-CBFb-SMMHC FRET ratio 530/480, 1 h | inhibition, % at 20 µM | actives 0.74% (n = 220,000);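 active = mean inhibition across duplicate retests at 20 µM reaching about 50%, limit read from the data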;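 note: 0% = DMSO wells and 100% = wells with excess untagged CBFb-SMMHC; inhibitors lower the FRET ratio by blocking Runt binding to CBFb-SMMHC; some results filed as inactive read as strong as hits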
TNF death inh = TNF-alpha cell death inhibition in Jurkat FADD-/- cells. Jurkat FADD-/- TNF necroptosis rescue, ATP luminescence, 24 h; 0 = TNF only, 100 = no-TNF cells. activation (protection from cell death), % at 10 µM. actives 0.068% (n = 220,000);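 active = activation, meaning protection from cell death, of at least 50% relative to plate controls; inactive = activation below 50%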;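 note: necroptosis triggered by 40 ng/mL TNF-alpha added together with compound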
zfTRPN1 agonist = zebrafish TRPN1 (NompC) channel agonism | HEK293 zebrafish TRPN1-YFP, Fluo-8 calcium fluorescence; 100% = response to 87 µM carbachol | activation, % at 3 µM | actives 0.18% (n = 220,000);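 active = activation above its plate's cutoff, the mean activation of test wells on that plate plus 3 SD, cut at about 19% in these data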;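 note: 0% = DMSO alone and 100% = 87 µM carbachol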
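Material – zebrafish TRPN1-YFP in HEK293 cells · Doses – 3 µM single point · Schedule – dye 1 h 37 °C plus 30 min RT · Signal – Fluo-8 calcium fluorescence, excitation 470-495 nm, emission 515-575 nm · Read-out – % activation versus carbachol response · Control set – carbachol high, DMSO low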
TRPML3 agonist = agonists of human TRPML3 channel. Q8TDD5. HEK293 TRPML3-YFP, Fluo-8 calcium fluorescence; 100% = the carbachol control signal. activation, % at 3 µM. actives 0.29% (n = 220,000). AID 1448;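 active = activation above its plate's cutoff, the mean activation of the plate's test wells plus 3 SD, cut at about 12% in these data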;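 note: 0% = DMSO only wells and 100% = carbachol wells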
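Material: TRPML3-YFP stable HEK293 cells | Dosing: One concentration, 3 µM nominal, 0.3% DMSO | Timing: 125 s total fluorescence read per well | Technique: Fluo-8 calcium dye fluorescence, ex 470-495, em 515-575 nm | Measure: Percent activation from peak-to-basal fluorescence ratio, scaled between DMSO and carbachol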
MDM2 E3 inh = blocks human Mdm2 ubiquitin ligase activity; actives 0.11% (n = 210,000); signal enhancement, % at 5 µM; cell-based MDM2 ubiquitination luciferase reporter, 2 h; 0 = plate control, 100 = twice control, blank-subtracted; AID 1230;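 active = signal enhancement of 30% or more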;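 note: luminescence tracks abundance of the self-degrading MDM2-luciferase fusion protein; higher signal means inhibition of MDM2 E3 ligase activity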
Target sequence (Q00987 whole entry, looked up, the tested form may be a part): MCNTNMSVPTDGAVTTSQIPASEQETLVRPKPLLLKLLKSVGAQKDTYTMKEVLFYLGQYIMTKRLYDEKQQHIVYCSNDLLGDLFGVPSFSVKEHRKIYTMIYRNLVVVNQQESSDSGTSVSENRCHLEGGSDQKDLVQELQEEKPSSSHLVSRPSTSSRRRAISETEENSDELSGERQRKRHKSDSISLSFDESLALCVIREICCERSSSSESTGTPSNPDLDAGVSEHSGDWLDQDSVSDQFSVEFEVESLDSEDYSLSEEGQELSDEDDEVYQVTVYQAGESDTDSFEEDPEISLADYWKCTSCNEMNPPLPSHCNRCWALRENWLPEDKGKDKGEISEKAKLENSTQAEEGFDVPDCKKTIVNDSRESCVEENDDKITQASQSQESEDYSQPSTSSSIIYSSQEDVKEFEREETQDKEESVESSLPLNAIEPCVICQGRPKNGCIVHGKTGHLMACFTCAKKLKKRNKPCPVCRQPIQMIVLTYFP
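Test system: stable mammalian line carrying autodegrading MDM2–luciferase fusion reporter; quantity: 2000 cells in each well; times: 4 h cell settling then 2 h compound exposure, 37 °C; detection: luminescence with SteadyLite reagent, 15 min at room temperature; evaluation: percent signal gain over controls, blank-subtracted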
NCF1 inh = p47phox (human) inhibition. P14598. inhibition, % at 24.7 µM. p47phox/p22phox peptide binding, fluorescence polarization, 2 h. actives 0.53% (n = 220,000);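 active = inhibition above about 30%, limit read from the data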;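 note: 0% = p47phox with labelled peptide and 100% = labelled peptide alone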
Target sequence (P14598 whole entry, looked up): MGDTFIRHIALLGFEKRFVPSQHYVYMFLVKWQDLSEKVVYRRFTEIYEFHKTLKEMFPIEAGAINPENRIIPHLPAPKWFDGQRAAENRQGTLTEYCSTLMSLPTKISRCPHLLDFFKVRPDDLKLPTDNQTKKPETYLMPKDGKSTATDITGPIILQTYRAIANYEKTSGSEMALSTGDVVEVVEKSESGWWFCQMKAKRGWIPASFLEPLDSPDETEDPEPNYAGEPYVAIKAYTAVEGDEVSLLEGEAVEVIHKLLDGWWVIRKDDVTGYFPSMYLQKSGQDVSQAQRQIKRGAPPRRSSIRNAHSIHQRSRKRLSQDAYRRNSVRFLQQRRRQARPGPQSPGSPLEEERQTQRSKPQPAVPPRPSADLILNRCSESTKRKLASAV
* marks the source's active call; other numbers are inactive results; . = not tested or not shown; [ ] = dose if it differs, or a comment.

SMILES	EBV gp42 inh	PPC-1+TRAIL kill	CHOP inhibitor	Runt-SMMHC FRET	TNF death inh	zfTRPN1 agonist	TRPML3 agonist	MDM2 E3 inh	NCF1 inh
COc1ccc2nnc(-c3ccc(C(F)(F)F)cc3)n2n1	-16	9	-4	0	0.1	0.7	0.2	.	-13
COc1cccc(C(=O)Nc2ccc3nc(N4CCOCC4)cc(C)c3c2)c1	-9	8	-26	3	1.9	1.4	0.2	-2	-23
CCOC(=O)Cc1c(C)nc2c(-c3ccc(OC)cc3)c(C)nn2c1C	-7	-10	28	-9	3.2	-1.8	-0.3	-12	6
C/C(=N\OCc1ccc(C#N)cc1)c1ccccc1	0	6	11	-4	2.3	-2.0	-1.6	-23	5
O=C(CSc1nnc(-c2cccs2)o1)OCc1ccccc1	-19	-18	1	-1	.	.	.	3	-1
O=C(CCC1CCCCC1)NCc1ccccn1	-11	26	-7	-1	0.8	1.0	0.3	-6	0
COc1cccc(C=Nc2cc(C)on2)c1O	-8	6	46	-7	0.2	3.0	0.5	-18	-8
COc1cc(C2C(C#N)=C(N)Oc3c2ccc2ccccc32)ccc1OCC(=O)Nc1ccc(C)cc1 (centres undefined)	-25	9	60	-20	-1.4	2.3	0.7	.	-31
O=C(c1cc(-c2ccco2)on1)N1CCOCC1	-1	18	-27	1	-2.7	1.3	0.4	-5	-2
O=C(CCl)N(c1ccccc1)C1CCS(=O)(=O)C1 (centres undefined)	-7	18	-17	2	34	0.9	1.1	-4	-8
CCOC(=O)Cc1c(C)nc2c(-c3ccccc3)c[nH]n2c1=O	-4	9	-17	-2	-0.3	-0.6	0.5	-24	-4
CCOc1ccc(S(=O)(=O)Nc2nc3ccccc3nc2Nc2ccc(N3CCOCC3)cc2)cc1	-11	14	23	41	2.1	2.1	1.9	-6	-11
CC(C)NC(=O)CN1CCN(C(=O)CCl)CC1	-8	-18	-8	-3	2.9	3.5	0.1	-15	-3
CC(C)(C)c1ccc(C(=O)NCC(=O)OCc2ccc([N+](=O)[O-])cc2)cc1	-3	4	46	-2	1.4	0.0	-0.3	-7	-5
CN(Cc1ccccc1)Cc1nc2c(c(=O)n(C)c(=O)n2C)n1Cc1ccc(F)cc1	-17	12	51	0	1.2	-3.0	-1.6	8	-12
Cc1ccc(-c2nnnn2C2C/C(=N\NC(N)=S)C3OCC2O3)cc1 (centres undefined)	-11	10	-8	0	2.1	0.1	0.3	-4	-1
CS(=O)(=O)c1ccc2sc(NC(=O)c3cc4ccccc4o3)nc2c1	-28	35	-28	5	2.0	2.1	0.5	-7	-10
CC(C)NC(=O)c1ccccc1N(Cc1ccccc1)S(C)(=O)=O	5	-8	-11	-1	0.6	-0.4	1.2	-3	-7
CCn1ncc(/C=N/N=C2\CCC3C4CCc5cc(O)ccc5C4CCC23C)c1C (centres undefined)	12	-11	4	-5	1.3	-0.1	0.3	-13	-1
Cc1ccc(CNC(=O)C2(NC(=O)Nc3ccc(C)cc3)CCCCC2)cc1	-12	23	79*	0	-5.0	-0.1	-0.7	-7	-7
c1ccc(C2=NN(c3ccccc3)CC2)cc1	-8	21	-16	25	1.2	-0.3	0.2	-8	-6
O=C(NOC(=O)c1ccccc1F)c1ccc(OC(F)F)cc1	1	-10	-1	-1	-1.6	1.5	0.5	-1	3
O=C(N/C(=C/c1ccc(Br)cc1)c1nc2ccccc2[nH]1)c1ccco1	-11	11	-3	-171	-2.7	1.7	1.6	-55	-10
C/C(=N\Nc1ccc(F)cc1F)c1ccc(N2CCOCC2)cc1	-19	11	51	-2	0.8	-0.9	0.5	-11	-1
N#CCC(=N)N1CCN(c2ccc(Cl)cc2)CC1	-18	-9	42	-8	-1.3	0.1	1.4	-14	2
CC(=O)Nc1ccc(NC(=O)C(C)OC(=O)CCC(=O)c2ccc(F)cc2)cc1 (centres undefined)	-21	9	2	-3	0.5	0.5	0.5	-38	-10
CC(C)c1ccc(C2=C(O)c3ccccc3C(=O)C2=O)cc1	23	7	-19	28	-2.5	2.0	-0.1	0	-3
CC(=O)Oc1cc(OC(C)=O)c2c(C)cc(=O)oc2c1	5	8	1	19	-3.2	-0.8	0.2	-15	-2
COc1ccc2nc(Cl)c(C3CC(c4ccco4)=NN3C(=O)CCCC(=O)O)cc2c1 (centres undefined)	-13	19	-1	4	-1.7	1.9	0.1	-14	-4
CCCCC(=O)NC(c1ccco1)c1cc(Cl)c2cccnc2c1O (centres undefined)	-5	.	55	.	-4.8	-0.3	0.2	-14	-8

Whole records, looked up by structure.
Profile of C/C(=N\Nc1ccc(F)cc1F)c1ccc(N2CCOCC2)cc1 → EBV gp42 inh: -19; PPC-1+TRAIL kill: 11; CHOP inhibitor: 51; Runt-SMMHC FRET: -2; TNF death inh: 0.8; zfTRPN1 agonist: -0.9; TRPML3 agonist: 0.5; MDM2 E3 inh: -11; NCF1 inh: -1
Profile of c1ccc(C2=NN(c3ccccc3)CC2)cc1 → EBV gp42 inh: -8; PPC-1+TRAIL kill: 21; CHOP inhibitor: -16; Runt-SMMHC FRET: 25; TNF death inh: 1.2; zfTRPN1 agonist: -0.3; TRPML3 agonist: 0.2; MDM2 E3 inh: -8; NCF1 inh: -6
Profile of COc1ccc2nc(Cl)c(C3CC(c4ccco4)=NN3C(=O)CCCC(=O)O)cc2c1 (centres undefined) → EBV gp42 inh: -13; PPC-1+TRAIL kill: 19; CHOP inhibitor: -1; Runt-SMMHC FRET: 4; TNF death inh: -1.7; zfTRPN1 agonist: 1.9; TRPML3 agonist: 0.1; MDM2 E3 inh: -14; NCF1 inh: -4

Further records
SMILES	EBV gp42 inh	PPC-1+TRAIL kill	CHOP inhibitor	Runt-SMMHC FRET	TNF death inh	zfTRPN1 agonist	TRPML3 agonist	MDM2 E3 inh	NCF1 inh
Cc1cccc(C)c1OCc1nnc(SCC(=O)Nc2nccs2)n1-c1ccccc1	-13	20	61	0	-0.9	-0.1	0.1	-14	-5
Cc1ccc(S(=O)(=O)Nc2ccc(Oc3cccnc3)nc2)cc1	-8	11	19	-2	1.5	1.6	0.5	-13	-7
c1cn2cc(CN3CCOCC3)nc2s1	-5	-26	-8	3	-4.1	2.8	1.5	-23	2
NC1=NC[C@H](Cc2ccc(O)cc2)N1CCc1cccc(F)c1	-17	2	0	1	0.1	.	.	8	2
CN(C)S(=O)(=O)c1cccc(-c2cn3cc(Cl)ccc3n2)c1	-9	20	22	0	-1.3	-1.5	0.3	-8	-7
COc1ccccc1-n1cc(C(=O)N2CCCC(CO)(Cc3ccccc3C)C2)cn1 (centres undefined)	-8	-17	11	-1	0.3	0.5	-0.6	-12	-3
CCOc1cc(C(=O)Nc2ccc3c(c2)OCO3)ccc1OCCOc1ccccc1Cl	2	26	13	-1	-1.7	1.0	-0.3	-19	-12
CCOC(=O)C(NCc1ccccc1OC)(NC(C)=O)C(F)(F)F (centres undefined)	-9	5	0	30	-1.4	-2.8	0.9	-10	-3
CCn1c(SCC(=O)N2CCCc3ccccc32)nnc1-c1ccco1	-13	2	22	2	2.8	-0.7	0.0	-12	-12
Cc1ccc2c(c1)C1C3CCC(C3)C1S(=O)N2 (centres undefined)	-18	6	22	1	-0.1	-1.0	-0.2	-15	-3
COc1cccc(/C=N/N2C(=O)CSC2=S)c1O	-11	19	20	28	1.2	-0.3	0.6	2	-38
CC(=O)Nc1ccc(C(=O)NNC(=O)Cc2ccccc2)cc1	-15	12	5	-2	0.0	1.6	0.0	2	-5
COc1cc(/C=C(\C#N)C(=O)Nc2cccc3ncccc23)ccc1O	-5	20	-2	92*	-0.6	2.5	1.9	-14	-4
O=S(=O)(c1ccc(F)c(Cl)c1)N1CCCC1	-8	10	10	2	-1.2	-0.4	0.9	-17	-1
CCOC(=O)C1(CC2CCCCO2)CCN(S(=O)(=O)c2cc(C)cs2)CC1 (centres undefined)	3	8	5	5	-0.2	-1.0	1.2	4	-15
COc1ccc(CCNCC(O)Cn2c3ccccc3c3ccccc32)cc1OC (centres undefined)	7	22	16	-2	-15	5.9	4.4	-9	-3
O=C(c1ccccc1F)N1CCN(c2ccc([N+](=O)[O-])c(NCc3cccnc3)c2)CC1	-10	16	18	-2	-14	0.5	0.9	-6	-6
CCCOc1ccc(/C=N\NC(=O)CCc2n[nH]c(=O)[nH]c2=O)cc1OC	-8	-2	-4	3	0.0	0.0	-0.1	10	5
CCN(CC)S(=O)(=O)c1ccc(S(=O)(=O)N2CCN(CCC#N)CC2)cc1	-11	24	34	-1	0.9	1.4	-0.3	-5	-8
COc1ccc(CC(=O)NNC(=O)CSc2nc(C)c(C)c(=O)[nH]2)cc1	-17	8	23	0	1.0	0.7	0.2	-6	-4
CCCN(CCC)S(=O)(=O)c1ccc(C(=O)Nc2c(C)n(C)n(-c3ccccc3)c2=O)cc1	-6	6	-4	1	0.8	-0.5	1.6	-6	-15
Cc1ccc(S(=O)(=O)CCC(=O)OCC(=O)c2ccc(C)c(C)c2)cc1	-1	9	20	-2	0.8	-1.1	0.9	12	-5
CC(=O)N1CCN(C(=S)Nc2ccc(SC(F)F)cc2)CC1	2	23	16	0	-0.2	0.7	0.7	1	-5
CCCc1[nH]nc2c1C(c1ccc(OC(=O)N3CCOCC3)c(OC)c1)C(C#N)=C(N)O2 (centres undefined)	-15	-3	2	6	-1.4	1.1	-1.6	-8	-18
Cc1nc(-c2ccc(NC(=O)c3ccccc3)cc2)cs1	-9	64*[5 µM]	2	3	-7.7	8.0	2.5	-45	-12
CCN(CC)c1nc(=S)nc(NC(C)(C)C)[nH]1	-19	1	2	-8	-4.3	0.3	0.2	-10	0
Cc1cc(NC(=O)c2c(-c3ccccc3Cl)noc2C)no1	-5	-1	-6	-2	0.0	0.7	0.1	0	-11
C=CCSc1nnc(-c2cc3c(-c4ccccc4)nn(C)c3s2)n1C	0	30	4	0	-4.6	-0.2	-1.1	-18	-3
O=C1CC(SC2=NCCS2)C(=O)N1c1ccc(Cl)cc1 (centres undefined)	-18	-17	-10	0	1.3	2.1	1.0	-4	-10
O=c1[nH]c(/C=C/c2cccnc2)c([N+](=O)[O-])c(=O)[nH]1	-5	-1	0	2	-0.3	1.3	-0.4	-15	-12
CN(C)C(CNC(=O)C1CCCN(C(=O)c2ccc(Cl)cc2)C1)c1ccco1 (centres undefined)	-3	9	-10	-2	-0.4	0.1	0.6	-6	-2
COc1ccccc1OCC(=O)NCC1CCCCC1	-5	-3	-4	2	-0.8	0.6	0.1	-3	-2
COc1ccccc1N1CCN(C(=O)c2ccc([N+](=O)[O-])s2)CC1	-28	-1	-25	-1	-4.1	0.6	0.5	-1	-1
COc1cc(S(=O)(=O)NCc2ccccn2)c(OC)cc1Cl	-17	14	-19	4	-1.1	1.4	0.8	-1	-3
Cn1c(CN2CCOCC2)nnc1SCc1cccc(F)c1	-2	12	-3	-4	0.5	0.6	1.1	12	-1
O=C(Cc1cccc2ccccc12)NN1C(=O)C2C(C1=O)C1C=CC2C12CC2 (centres undefined)	4	8	18	-1	6.6	0.2	0.7	-13	-12
